Compound activity from PubChem.
Platelet DG rel = modulates dense granule release in human platelets; human platelet-rich plasma, SFLLRN dense granule ATP release, luminescence; AID 1663; actives 0.22% (n = 300,000); inhibition, %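 (compounds screened at 7.5 µM in platelet-rich plasma)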;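 active = mean replicate score, as percent of positive control, at or above 50; inconclusive = mean below 50 but at least one replicate at or above 50; inactive = mean and every replicate below 50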
IEC-6 cytotox = counter-screen for KLF5 inhibitors: cytotoxicity in IEC-6 cells; actives 0.78% (n = 290,000); IEC-6 cytotoxicity, luminescence viability; inhibition, % at 5 µM; in the data active = inhibition above about 22%;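 note: 0% = plate median of test compound wells and 100% = cytotoxic reference compound wells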
aSyn UTR inh = 5' untranslated region of α-synuclein, MLPCN primary screen; alpha-synuclein 5'UTR reporter, inhibitor activity; inhibition, % (tested at 7.5 µM); actives 0.82% (n = 300,000); AID 1813; in the data active = inhibition above about 60%; inconclusive = no clear call, values can overlap the other calls;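 note: H4 neuroglioblastoma cells stably carrying SNCA 5'UTR luciferase fusion; 0% = DMSO wells and 100% = positive control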
HIF activator = HIF pathway transcriptional activation; U2OS HRE-luciferase reporter, luminescence; normalized: DMSO 0%, desferrioxamine 100%; activation, % at 7.5 µM (by protocol); actives 0.32% (n = 300,000); AID 1910;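 active = mean activation of at least 10% of the iron chelator positive control signal, with at least half of replicates also reaching 10%; inconclusive = mean and replicate majority disagree about reaching 10%; inactive = mean and most replicates under 10%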
HDAC3 inhib = blocks human histone deacetylase 3; inhibition, % at 8.3 µM; actives 0.15% (n = 320,000); recombinant HDAC3, fluorogenic peptide/trypsin coupled, fluorescence; in the data active = inhibition above about 26%, passing the limit was not always enough; inconclusive = no clear call, values can overlap the other calls
Target sequence (O15379 whole entry, looked up): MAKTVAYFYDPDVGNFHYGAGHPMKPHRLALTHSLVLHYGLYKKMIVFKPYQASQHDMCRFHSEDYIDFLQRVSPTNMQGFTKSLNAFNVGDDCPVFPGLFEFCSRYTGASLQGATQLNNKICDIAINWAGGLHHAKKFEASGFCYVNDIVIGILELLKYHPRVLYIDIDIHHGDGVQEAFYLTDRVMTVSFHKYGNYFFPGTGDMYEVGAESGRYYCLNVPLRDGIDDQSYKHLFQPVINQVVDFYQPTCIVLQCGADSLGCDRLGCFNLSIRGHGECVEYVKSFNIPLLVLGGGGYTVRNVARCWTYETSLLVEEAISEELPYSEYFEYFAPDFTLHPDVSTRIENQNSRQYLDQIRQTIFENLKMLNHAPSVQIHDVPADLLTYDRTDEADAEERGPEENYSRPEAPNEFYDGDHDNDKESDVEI
AI-2 QS mod = Vibrio harveyi AI-2 quorum sensing modulation; Vibrio harveyi JMH597 AI-2 luminescence/OD600 ratio, 9 h; active compounds read low; strain lacks LuxN and CqsS sensors; 0 = neutral-control median; activity change, % at 7.5 µM; actives 0.4% (n = 300,000); AID 2094; in the data active = activity change below about -75%, passing the limit was not always enough; inconclusive = no clear call, values can overlap the other calls;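 note: luminescence divided by OD600 gain over 9 h not by final OD600 alone; inactives centre near 13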
HSF-1 act = increases HSF-1 driven luciferase reporter signal. NIH3T3-HGL HSF-1 luciferase reporter, MG132, 8 h; 100% = twice DMSO control signal. activation, % at 9 µM. actives 1.7% (n = 300,000);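 active = mean replicate activation of at least 50% with a set share of replicates each reaching 50%; inconclusive = only one of those two conditions met; inactive = mean below 50% and too few replicates reaching it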;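 note: 0% = median of the neutral control wells and 100% = twice that signal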
HSP90 inh = HSP90 refolding inhibition in rabbit reticulocyte lysate | AID 1789 | actives 0.91% (n = 290,000) | luciferase refolding luminescence, 3 h | inhibition, % at 5.6 µM;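 active = inhibition above the screen-wide mean plus 3 SD, computed separately per campaign, cut at about 16% in these data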;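 note: 0% = DMSO wells and 100% = 60 µM geldanamycin wells; inhibitors lower the luminescence because luciferase stays unfolded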
KLF5 inhibitor = kruppel-like factor 5 inhibition; actives 0.23% (n = 290,000); inhibition, % at 5 µM; DLD-1 KLF5 promoter-luciferase reporter, luminescence; AID 1700;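 active = inhibition above a per-plate limit of that plate's mean compound inhibition plus 3 SD, cut at about 60% in these data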;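 note: 0% = DMSO wells and 100% = LY294002 at 200 µM; higher means less KLF5 promoter-driven luciferase light; inactives centre near -14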
HSF1 inh = HSF1 inhibition | NIH3T3-HGL HSE-luciferase, MG132-induced, luminescence 8 h; active compounds read low | activity change, negative = inhibition, % at 7.5 µM (by protocol) | actives 0.77% (n = 300,000);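 active = more than half of replicate wells show activity change below -50%, luminescence cut by over half; inconclusive = some wells, but at most half, below -50%; inactive = no replicate well below -50%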;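 note: luciferase reports HSF-1 transcriptional activity via heat shock element; 0% = median of DMSO wells and -100% = zero luminescence signal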
An asterisk follows results filed as active; ? = inconclusive; · = no result given.

SMILES | Platelet DG rel | IEC-6 cytotox | aSyn UTR inh | HIF activator | HDAC3 inhib | AI-2 QS mod | HSF-1 act | HSP90 inh | KLF5 inhibitor | HSF1 inh
CN1C(=O)c2cccc3c(N(C)C)ccc(c23)C1=O | 6 | 4 | -26 | -2.9 | -11 | 1 | 6 | -7 | -18 | -3
CCCC(C)C(=O)Nc1ncc(S(=O)(=O)c2ccc([N+](=O)[O-])cc2)s1 (centres undefined) | 6 | -10 | -3 | 0.0 | 3 | 15 | 14 | 1 | -9 | 0
N/C(=N\OC(=O)c1cccc(F)c1)c1ccccc1 | 9 | 0 | -331 | 2.8 | 3 | -14 | 37 | -2 | 8 | 13
O=C(Nc1ccccc1NC(=O)C1CCCO1)c1ccco1 (centres undefined) | 25 | 3 | -5 | 0.4 | 0 | 25 | -1 | 0 | -16 | 2
O=c1cc(N2CCN(c3ccc(F)cc3)CC2)[nH]c(=O)n1Cc1ccc(F)cc1 | 5 | -7 | 16 | -0.1 | 0 | 29 | -2 | -2 | -17 | -1
COc1cc(OC)cc(C(=O)NC2CCCN(Cc3ccc(Cl)cc3)C2)c1 (centres undefined) | -24 | 2 | 11 | -53 | 0 | 21 | 23 | 0 | -26 | 8
COc1ccc(NC(=O)CSc2nc(O)cc(=O)n2-c2ccc(OC)cc2)cc1 | -5 | -5 | 4 | -1.7 | 1 | · | 5 | 1 | -19 | 3
COc1ccc(CNC(=O)CCCN2C(=O)c3ccccc3C2=O)cc1 | 4 | 5 | 6 | 0.1 | 2 | 8 | 22 | 5 | -19 | -3
CC(=O)Nc1cccc(C(=O)OC2CCOC2=O)c1 (centres undefined) | 10 | -3 | -14 | 0.3 | -2 | 14 | -4 | -2 | -17 | -1
CCN(CC)CCNC(=O)Cn1cnc2sc(C)c(S(=O)(=O)N3CCN(c4ccccc4OC)CC3)c2c1=O | -36 | -4 | -20 | -0.4 | 1 | 6 | -2 | -4 | -10 | -2
CCOc1ccc(NC(=O)c2ccc3c(c2)N(Cc2ccc(F)cc2)C(=O)CS3=O)cc1 (centres undefined) | 3 | 3 | 37 | -0.2 | 2 | 6 | 6 | 4 | -5 | 7
O=C(CCNS(=O)(=O)c1cccs1)N1CCc2ccccc2C1 | -4 | 4 | -59 | 0.7 | 1 | 16 | ? | -2 | -57 | 22
CCCCCCC(O)(c1ccc(OC)cc1)C(CN1CCOCC1)c1ccccc1 (centres undefined) | 5 | -4 | -2 | 0.0 | ? | 38 | 6 | -3 | 2 | 16
OCCOCCn1c2ccccc2c2ccccc21 | 31 | 1 | 21 | -0.3 | 6 | 1 | -21 | -1 | -5 | -8
CN(C)c1nc(N)nc(-c2ccco2)n1 | -1 | -4 | -12 | -0.5 | -2 | -1 | 12 | 0 | -17 | -8
CCOC(=O)c1c(CSc2ccccc2)n(C)c2ccc(O)c(CN3CCOCC3)c12 | 0 | 3 | -12 | -0.6 | 6 | 29 | 70* | 2 | -13 | 70
COc1ccc(-c2nc(SC(C)C(=O)NCC3CCCO3)n[nH]2)cc1 (centres undefined) | 14 | · | -50 | 3.1 | -3 | 42 | -2 | · | · | -3
Cc1ccc(C)c(-n2c(Cc3cc(=O)[nH]c(=O)[nH]3)nnc2SCC(=O)NCc2ccco2)c1 | · | -1 | · | · | 0 | · | · | 0 | 8 | ·
COc1ccc(Cl)cc1NC(=O)c1nnn(CC(=O)Nc2ccc(OC)c(OC)c2)c1N | -22 | -4 | 11 | -0.6 | -5 | 16 | 6 | -3 | -17 | -4
Cc1ccc(NC(=O)CSCC(=O)N(C)CC(=O)Nc2cccc3ccccc23)cc1 | -7 | · | 17 | -59 | 3 | 12 | 11 | · | · | 6
N#Cc1ccc(S(=O)(=O)N2CCN(c3ncccn3)CC2)cc1 | -1 | -3 | -1 | -0.3 | -5 | 14 | -10 | -2 | -8 | 0
CC(CCc1ccc(O)cc1)N1CCC(Oc2ccc(C(=O)N3CCCC3)cc2)CC1 (centres undefined) | -3 | -5 | 14 | 0.5 | 0 | 17 | 28 | -4 | -11 | 2
CCOc1ccc(N(Cc2cc3cc(OC)ccc3[nH]c2=O)C(=O)C2CCCO2)cc1 (centres undefined) | · | -2 | · | · | 1 | · | · | 1 | 1 | ·
CCn1nnc(-c2ccccc2NC(=O)c2cc(OC)c(OC)c(OC)c2)n1 | -5 | 4 | 42 | 0.6 | -1 | 4 | -12 | -2 | -11 | 1
O=C(NCc1ccccc1Cl)C1(S(=O)(=O)c2ccc(Cl)cc2)CC1 | 8 | -3 | -7 | -0.1 | 1 | 0 | 17 | -4 | -10 | 2
O=C(NCC1CCCO1)c1nn2c(C(F)(F)F)cc(-c3ccc(Br)o3)nc2c1Br (centres undefined) | 2 | -4 | 3 | 0.3 | 4 | -1 | 13 | -2 | -7 | 0
CN(C)S(=O)(=O)c1ccc(N2CCCC2)c(C(=O)NNC(=O)COc2ccccc2Cl)c1 | 15 | · | 10 | -0.2 | 0 | 0 | -2 | · | · | 5
O=C(NC12CC3CC(CC(C3)C1)C2)N1CCN(c2ncccn2)CC1 | 3 | -1 | -4 | -1.1 | · | 7 | 18 | -2 | -32 | 6
O=C(NNC(=O)NC1CCCCC1)NC1CCCCC1 | 1 | -6 | 4 | -0.4 | 3 | 27 | -2 | 0 | -28 | -10
Cc1ccc(-n2c(SCC(=O)Nc3cc(S(=O)(=O)N4CCOCC4)ccc3Cl)nc3ccccc3c2=O)cc1 | -17 | -4 | 8 | 0.2 | -1 | 8 | 73* | -5 | -38 | 29

Brought forward from above: 2 compounds, followed by the next part.
SMILES | Platelet DG rel | IEC-6 cytotox | aSyn UTR inh | HIF activator | HDAC3 inhib | AI-2 QS mod | HSF-1 act | HSP90 inh | KLF5 inhibitor | HSF1 inh
O=C(NNC(=O)NC1CCCCC1)NC1CCCCC1 | 1 | -6 | 4 | -0.4 | 3 | 27 | -2 | 0 | -28 | -10
Cc1ccc(-n2c(SCC(=O)Nc3cc(S(=O)(=O)N4CCOCC4)ccc3Cl)nc3ccccc3c2=O)cc1 | -17 | -4 | 8 | 0.2 | -1 | 8 | 73* | -5 | -38 | 29
S=C(N/N=C/c1ccc(Cl)cc1)N1CCOCC1 | 14 | -10 | -69 | 3.0 | -9 | 2 | 24 | -1 | -58 | 4
CSc1ccccc1-c1nc(-c2ccncc2)no1 | 1 | 3 | -195 | 5.3 | 7 | 13 | 33 | -2 | -121 | 40
CN1c2ccsc2/C(=N/Nc2ccc(F)cc2)CS1(=O)=O | -2 | 1 | -187 | 4.6 | 6 | 19 | 31 | 8 | -2 | 8
CCOC(=O)c1cc(-c2ccccc2)sc1NC(=O)c1cc(OC)c(OC)c(OC)c1 | 0 | -4 | 15 | 0.0 | -19 | 19 | 15 | 1 | -47 | -2
COc1ccc(NS(=O)(=O)c2ccc(C)c(C(=O)NNC(=O)c3csc(N4CCOCC4)n3)c2)cc1 | 6 | · | 7 | 0.1 | -5 | 6 | 4 | · | · | 3
CSCC[C@H](NC(=O)[C@@H]1Cc2c([nH]c3ccccc23)C2c3ccccc3C(=O)N21)C(=O)NCC1CCCO1 (some centres undefined) | -4 | -1 | 13 | -0.4 | 2 | 22 | -9 | -5 | -10 | 2
CCN(CC)S(=O)(=O)c1cc(NS(=O)(=O)c2ccc(Cl)c(C(=O)O)c2)ccc1C | 3 | -3 | 2 | -0.2 | 1 | 36 | -15 | -1 | 8 | -6
CCN(CC)c1ccc(S(=O)(=O)Nc2cc(Cl)ccc2Cl)cc1NC(=S)NC(=O)C1CCCC1 | 7 | 8 | -4 | -0.4 | 16 | 25 | 33 | 11 | 9 | 3
CCCc1cc(C(=O)NCCc2ccc(OC)c(OC)c2)no1 | 5 | -2 | -1 | 0.3 | 7 | 36 | -20 | 2 | -13 | -5
CCCCc1c(O)nc(SCC(=O)O)[nH]c1=O | 5 | -8 | -8 | -0.3 | 3 | 17 | -10 | 3 | 9 | -1
Cc1ccc(-n2ncc3c2CCCC3NC(=O)CCc2cnn(C)c2)cc1C (centres undefined) | -3 | 6 | -10 | -0.3 | -3 | 12 | -2 | 0 | -9 | 6
CCn1c2ccccc2c2cc(C3N=C(N)Nc4nc5ccccc5n43)ccc21 (centres undefined) | -8 | 1 | -24 | · | 2 | 8 | -6 | 0 | -27 | 0
O=C(/C=N/NC(=O)c1ccccc1Br)c1ccccc1 | 10 | 0 | -33 | 2.7 | 7 | 21 | 59* | -4 | -10 | 12
CCOC(=O)Cn1nc(C)c(NC(=O)CCc2ccc(OC)cc2)c1C | -7 | 1 | 0 | 0.0 | -9 | 34 | 1 | 0 | -19 | -2
O=C(Nc1ccccc1)C1=C(O)CC(c2ccco2)CC1=Nc1ccccc1 (centres undefined) | 1 | 2 | 12 | -1.2 | -1 | 9 | -9 | 1 | -21 | -7
Cc1cc(/C=C/C(=O)O)c(C)n1-c1ccc(Cl)cc1 | 1 | -4 | 5 | 0.4 | 0 | 10 | 43 | 1 | -5 | 14
CCOC(=O)C1CCCN(C(=O)C2CCN(S(=O)(=O)c3cccs3)CC2)C1 (centres undefined) | 8 | -3 | 7 | 0.0 | 0 | 2 | 0 | 2 | -16 | -1
Cc1cccc(CCNC(=O)C2CCN(S(=O)(=O)c3c(C)nn(C)c3C)CC2)c1 | 3 | 7 | -1 | -0.8 | -3 | 14 | -9 | 2 | 6 | -4
CC(=O)Cn1cnc2c(sc3nc(C)cc(C)c32)c1=O | 2 | -1 | -28 | 1.7 | 0 | 18 | 15 | -2 | -76 | 3
CCCCCCCCCCS(=O)(=O)N/N=C/c1ccccc1OC | 8 | -9 | 0 | 0.0 | 7 | 25 | 27 | 0 | -34 | 3
CCSc1nnc(NC(=O)CSC2=NCCS2)s1 | · | -5 | · | · | 3 | 13 | · | -3 | -33 | ·
CCC(=O)c1ccc(OCC(O)CN2CCN(c3cccc(C(F)(F)F)c3)CC2)cc1 (centres undefined) | 1 | -3 | 15 | -0.2 | 9 | 30 | 3 | -2 | -18 | 4
CCOC(=O)c1c(-c2ccccc2)oc2ccc(O)cc12 | -4 | 4 | 14 | 0.1 | -7 | 11 | -23 | -3 | -7 | -2
Cc1nc(OCc2c(C)noc2C)c2ccccc2n1 | 1 | 2 | -6 | -0.3 | -10 | 5 | -7 | -3 | -10 | -9
COc1ccc(C(=O)NCCCNC(=O)c2ccc(C)nc2)cc1 | 0 | -3 | 6 | -0.6 | -3 | 24 | -4 | -5 | 6 | -15
Cc1cccc([C@@H]2[C@@H]3C(=O)N(Cc4ccccc4)C(=O)[C@@H]3[C@]3(Cc4ccccc4)C(=O)N(c4cccc(F)c4)C(=O)N23)c1 | 16 | · | 14 | 0.1 | 4 | 21 | -53 | · | · | -38
COc1ccc(Cl)cc1NC(=O)CN(C1CCCCC1)S(C)(=O)=O | -2 | -2 | -8 | -1.1 | 3 | 10 | -1 | 0 | -8 | -7
CCn1cc(CNC(=O)c2c(-c3c(Cl)cccc3Cl)noc2C)c(C)n1 | 0 | -4 | -13 | -0.1 | 3 | 19 | -15 | 0 | 1 | -8
CCCOc1ccc(NC2=CC(=O)CC(C)(C)C2)cc1 | 0 | 9 | -14 | · | 5 | 11 | 3 | 6 | -9 | 6
C/C(CC(=O)Nc1ccc(Cl)c(C(F)(F)F)c1)=N\NC(=O)c1ccccc1O | 12 | 2 | -82 | 2.2 | 0 | 36 | 23 | 3 | 18 | 14
